# Screening results as filed in PubChem BioAssay.
# Gli-Sufu block – antagonists of Gli-Sufu signaling; Sufu-KO-LIGHT fibroblasts, Gli luciferase reporter luminescence; actives 0.74% (n = 340,000); inhibition, % at 5 µM;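 active = inhibition above about 55%, limit read from the data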;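 also: 0% = DMSO-treated cells and 100% = wells with medium but no cells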
# APJ antagonist – antagonists of human APJ apelin receptor. P35414. CHO-K1 APJ beta-arrestin complementation, luminescence. inhibition, % at 20 µM. actives 0.32% (n = 330,000). AID 2521;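 active = inhibition above about 40% at 20 µM, limit read from the data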;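 also: cells challenged with 10 nM apelin-13 agonist together with compound; plate controls were apelin-13 plus DMSO wells for no effect and DMSO wells lacking apelin-13 for full effect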
# UBC13 inh – blocks human UBC13 polyubiquitin chain formation; TR-FRET; P61088; actives 0.47% (n = 330,000); AID 485273; inhibition, % at 20 µM; in the data active = inhibition above about 45%, passing the limit was not always enough
# Target sequence (P61088 whole entry, looked up): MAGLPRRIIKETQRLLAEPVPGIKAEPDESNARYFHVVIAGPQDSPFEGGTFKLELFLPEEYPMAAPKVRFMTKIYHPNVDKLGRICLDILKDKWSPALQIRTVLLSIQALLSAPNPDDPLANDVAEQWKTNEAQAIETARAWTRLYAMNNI
# CXCR6 block – CXCR6 (human) receptor inhibition; CHO-K1 PathHunter CXCR6 beta-arrestin, luminescence; actives 0.36% (n = 360,000); inhibition, % at 20 µM; in the data active = inhibition above about 34%, passing the limit was not always enough;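 also: antagonist mode with CXCL16 agonist at 10 nM final; 0% = 10 nM CXCL16 with DMSO and 100% = unstimulated wells without agonist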
# ATG4B inh – blocks human ATG4B protease cleavage of LC3 substrate; Q9Y4P1; ATG4B cleavage of LC3-PLA2, NBD-HPC fluorescence, 1 h; AID 504462; actives 0.51% (n = 340,000); inhibition, % at 8.33 µM; in the data active = inhibition above about 40%
# Target sequence (Q9Y4P1 whole entry, looked up): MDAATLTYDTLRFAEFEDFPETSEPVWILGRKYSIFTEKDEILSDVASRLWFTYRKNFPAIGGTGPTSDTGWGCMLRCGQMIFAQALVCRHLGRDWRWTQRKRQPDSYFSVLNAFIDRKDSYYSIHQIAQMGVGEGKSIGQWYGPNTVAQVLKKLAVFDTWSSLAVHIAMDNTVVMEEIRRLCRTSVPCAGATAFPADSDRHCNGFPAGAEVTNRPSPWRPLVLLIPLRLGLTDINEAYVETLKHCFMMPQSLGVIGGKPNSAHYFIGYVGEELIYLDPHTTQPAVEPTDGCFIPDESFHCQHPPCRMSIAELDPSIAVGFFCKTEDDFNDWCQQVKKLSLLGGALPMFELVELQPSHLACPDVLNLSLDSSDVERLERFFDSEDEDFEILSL
# APJ ag – APJ receptor agonism; CHO-K1 APJ PathHunter beta-arrestin, luminescence; 0% DMSO wells, 100% apelin; activation, % at 20 µM; actives 0.11% (n = 330,000); P35414; AID 2520;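 active = activation more than six SD over the plate average, tested at 20 µM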;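 also: 0% = DMSO alone and 100% = apelin-13 at 10 nM; some results filed as inactive read as strong as hits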
#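 Incubation: overnight seeding, 90 min compound at 25 °C, 1 h detection; test system: PathHunter CHO-K1 APJ (AGTRL-1) beta-arrestin reporter cells; amount: 1000 cells/well; doses: one dose, 20 µM compound, 1% DMSO; measured by: beta-gal luminescence; measure: agonist-driven arrestin binding to APJ; benchmarks: negative DMSO alone, positive Apelin-13 at 10 nM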
# CCR6 antagonist – antagonists of human CCR6 receptor; inhibition, % at 20 µM; actives 0.49% (n = 340,000); P51684; AID 493098; CHO-K1 CCR6 PathHunter beta-arrestin, luminescence, CCL20-stimulated;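 active = compounds whose inhibition of the agonist-driven luminescence signal at 20 µM reaches about 50%, limit read from the data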;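 also: cells stimulated with CCL20 at 14 nM final; plate controls were DMSO with CCL20 for no effect and DMSO without agonist for full effect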
# EBI2 block – antagonists of human EBI2 receptor; P32249; EBI2 beta-arrestin recruitment, luminescence, 7a,25-OHC stimulated; inhibition, % at 5 µM; actives 0.81% (n = 360,000); AID 651636; in the data active = inhibition above about 38%;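 also: enzyme fragment complementation signal reports receptor beta-arrestin coupling in cells; 0% = agonist plus DMSO wells and 100% = wells without agonist; some results beyond the cut were filed as inactive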
# Target sequence (P32249 whole entry, looked up, the tested form may be a part): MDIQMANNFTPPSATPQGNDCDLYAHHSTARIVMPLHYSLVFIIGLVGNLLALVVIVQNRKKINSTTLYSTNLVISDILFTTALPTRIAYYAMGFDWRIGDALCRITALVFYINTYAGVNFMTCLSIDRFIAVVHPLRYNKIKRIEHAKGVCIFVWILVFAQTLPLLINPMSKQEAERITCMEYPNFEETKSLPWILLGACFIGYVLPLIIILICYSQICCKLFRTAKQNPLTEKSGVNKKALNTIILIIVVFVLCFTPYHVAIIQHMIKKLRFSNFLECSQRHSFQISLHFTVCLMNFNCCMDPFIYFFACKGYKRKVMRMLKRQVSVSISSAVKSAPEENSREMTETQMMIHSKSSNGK
# Numbers without * were called inactive; / = no result given.
No.	compound	UBC13 inh	ATG4B inh	CCR6 antagonist	CXCR6 block
1	COc1ccccc1NC(=O)N1CCC(NC(=O)C(Cc2ccccc2F)NC(C)=O)CC1 (centres undefined)	-6	-8	-1	2
2	NC(=S)NN=Cc1nccc2ccccc12	/	-6	30	17
3	COc1ccc(-n2c(SCC(=O)NCC3CCCO3)nc3c([nH]c4ccccc43)c2=O)cc1 (centres undefined)	0	-6	19	17
4	CC(Oc1ccc2c(-c3ccccc3)cc(=O)oc2c1)C(=O)NCCN1CCOCC1 (centres undefined)	-5	10	1	4
5	Cc1cc(C(=O)COC(=O)c2ccc(Cl)c(S(N)(=O)=O)c2)c(C)n1C1CC1	1	-9	3	-10
6	Cc1cc(C)c2sc(NC(=O)c3ccc([N+](=O)[O-])o3)nc2c1	-42	-13	32	15
7	CN(C)c1ccc(S(=O)(=O)N(C)C)cc1NC(=O)Cc1cccc2ccccc12	3	-5	12	-9
8	CCc1c(-c2ccccc2)[n+](=O)c2c(n1[O-])CCC2	-2	-5	-5	-4
9	O=c1[nH]c(N2CCc3ccccc32)nc2c1CCCC2	5	5	-10	-20
10	Cc1cc2[nH]c(=O)c(=O)[nH]c2cc1S(=O)(=O)N1CCN(c2cccc(Cl)c2)CC1	-2	-2	9	-1
11	CC(C)c1ccc(CNC(=O)C(=O)NCCCn2ccnc2)cc1	-4	0	5	-12
12	CCOc1ccc(NC(=O)NNC(=O)C2CCC(C(C)(C)C)CC2)cc1 (centres undefined)	1	-1	12	-3
13	Cc1ccc([N+](=O)[O-])cc1NC(=S)NC(=O)C(C)(C)C	5	2	13	8
14	CSc1cccc(NC(=O)Cn2cccc2)c1	0	0	0	-4
15	CC(C)C[C@H](NC(=O)c1nc[nH]c1C(=O)N[C@@H](CCCCN)C(=O)OC(C)(C)C)C(=O)OC(C)(C)C	53*	-14	6	4

No.	Gli-Sufu block	APJ antagonist	EBI2 block	APJ ag
1	-31	19	-8	-3
2	65*	/	-51	/
3	25	-7	13	-3
4	27	-5	-6	-4
5	-51	8	-7	0
6	-10	28	-5	1
7	-16	-9	16	2
8	5	1	-7	-3
9	-3	10	0	-1
10	-1	7	-7	-3
11	15	-10	7	-2
12	-7	-3	6	-3
13	3	21	10	-1
14	-8	-14	-10	-5
15	0	15	-7	-1

# Later entries:
No.	compound	UBC13 inh	ATG4B inh	CCR6 antagonist	CXCR6 block
16	Cn1c(=O)cc(OCCCC(=O)NC2CCCC2)c2ccccc21	17	-6	11	-8
17	CN(C)C(CNC(=O)c1cccc(S(=O)(=O)N2CCN(c3ccc(F)cc3)CC2)c1)c1ccccc1 (centres undefined)	/	7	14	-9
18	CC(=O)Nc1ccc(NC(=O)C2CCCCC2C(=O)O)cc1 (centres undefined)	10	2	12	6
19	CC1CCCCC1NS(=O)(=O)CCNC(=O)c1ccc2c(c1)OCO2 (centres undefined)	4	-7	-7	0
20	CC(C)(C)NC(=O)c1cc([N+](=O)[O-])ccc1N1CCCCC1	/	2	8	0
21	Cc1ccc(S/C(=N\S(=O)(=O)c2ccc(Cl)cc2)c2ccccc2)cc1	-2	8	-1	3
22	N#CCc1c(C#N)c(N)nc(N2CCCC(O)C2)c1C#N (centres undefined)	-30	3	-8	3
23	COC(=O)c1ccccc1NC(=O)NCc1ccccc1	2	-5	14	9
24	Cn1cnnc1Sc1ccc(/C=C(\CC(=O)O)c2nc3ccccc3s2)cc1[N+](=O)[O-]	0	-5	8	-15
25	O=C(CN(c1cccc(Br)c1)S(=O)(=O)c1ccccc1)N/N=C/c1cc([N+](=O)[O-])ccc1O	-57	-14	20	10
26	N#Cc1c(-c2ccc(C(F)(F)F)cc2)cc(-c2ccccc2)[nH]c1=S	-1	12	11	4
27	COC(=O)[C@@]1(Cc2ccccc2)[C@H]2C(=O)N(C)C(=O)[C@H]2[C@H]2CN(C)C(=NCc3ccccc3)N21	/	-3	31	3
28	O=C1C2CCCN2C(=S)N1c1ccc(Cl)cc1 (centres undefined)	-3	-3	-16	-11
29	CCOC(=O)c1c(NC(C)=O)sc2c(O)c(Br)cc(Br)c12	/	10	-10	-8
30	C=CC[C@@H](CC(=O)NCCO)C(=O)N[C@@H](C)COC(=O)[C@H](CC=C)CC(=O)OC(C)(C)C	-24	-2	0	1

No.	Gli-Sufu block	APJ antagonist	EBI2 block	APJ ag
16	32	11	-15	-4
17	50	/	-2	/
18	2	1	0	-2
19	6	1	9	-5
20	1	/	57*	/
21	-2	-12	8	-2
22	-8	-10	-8	-2
23	11	23	-2	-5
24	-3	9	-13	-3
25	4	18	9	-6
26	6	13	3	-3
27	0	/	-4	/
28	-27	20	-8	-1
29	8	/	-3	/
30	2	-2	1	-3

# Later entries.
No.	compound	UBC13 inh	ATG4B inh	CCR6 antagonist	CXCR6 block
31	COc1ccc(C(=O)Nc2ccc(S(=O)(=O)Nc3ncccn3)cc2)cc1OC	1	4	16	0
32	CC(C)(O)[C@@H]1Cc2c(ccc3ccc(=O)oc23)O1	11	-2	0	-8
33	O=C(OCC(=O)c1ccc(Br)s1)c1ccc(O)cc1	15	2	9	-4
34	COc1cc(OC)c(C2C(C#N)=C(C)NC(C)=C2C#N)c(C(=O)O)c1	12	10	2	-6
35	O=C(CSc1ccccc1)Nc1ccc(N2CCOCC2)c(F)c1	-3	7	16	-3
36	O=C1c2ccccc2C(=O)N1CCCCON1C(=O)c2ccccc2C1=O	2	9	-9	0
37	Cc1ccc2nc(N(CCCN(C)C)C(=O)c3ccc(S(=O)(=O)N4CCc5ccccc5C4)cc3)sc2c1	78*	-1	13	-9
38	COc1ccccc1N(C(=O)CN1C(=O)c2ccccc2S1(=O)=O)C(C(=O)NCC1CCCO1)c1ccc(F)cc1 (centres undefined)	3	-9	10	-7
39	CCOC(=O)NC(=O)c1cn(Nc2ncc(C(F)(F)F)cc2Cl)c(=O)[nH]c1=O	2	2	1	2
40	COC(=O)CN1C(=O)CC(C)(C)Sc2ccccc21	5	-4	-3	-5
41	Fc1ccc(/C=N/NC2=Nc3cccc4cccc2c34)cc1	-3	-17	6	0
42	Cn1cc(CNCCCn2ncc3ccccc32)c(-c2ccccc2F)n1	-6	-8	10	-4
43	COc1ccc(/C=N/NC(=O)c2cccc(O)c2)cc1Cn1nc(C)c([N+](=O)[O-])c1C	0	-6	-6	9
44	CCCN(CC(=O)Nc1ccccc1OC)C(=O)c1ccc(S(=O)(=O)NCc2ccco2)cc1	-41	6	13	-2
45	CCn1cnc2c([N+](=O)[O-])c(NS(=O)(=O)c3ccc(C)cc3)ccc21	-10	-6	8	0

No.	Gli-Sufu block	APJ antagonist	EBI2 block	APJ ag
31	3	-11	-8	-3
32	-5	12	-23	-3
33	-22	14	-12	0
34	47	17	-13	1
35	-67	-8	0	-9
36	0	2	-14	-1
37	12	-40	8	79*
38	4	-6	1	3
39	9	4	-3	-3
40	0	17	-2	-3
41	-102	-31	27	2
42	3	9	4	-4
43	3	-9	-35	-3
44	-1	3	-3	-3
45	-6	10	-16	0

# Full records, looked up by structure. Screens in order: UBC13 inh, ATG4B inh, CCR6 antagonist, CXCR6 block, Gli-Sufu block, APJ antagonist, EBI2 block, APJ ag
# Listed for COC(=O)CN1C(=O)CC(C)(C)Sc2ccccc21 = 5, -4, -3, -5, 0, 17, -2, -3
# Listed for Cn1cc(CNCCCn2ncc3ccccc32)c(-c2ccccc2F)n1 = -6, -8, 10, -4, 3, 9, 4, -4
# Listed for O=C1c2ccccc2C(=O)N1CCCCON1C(=O)c2ccccc2C1=O = 2, 9, -9, 0, 0, 2, -14, -1
# Listed for COc1cc(OC)c(C2C(C#N)=C(C)NC(C)=C2C#N)c(C(=O)O)c1 = 12, 10, 2, -6, 47, 17, -13, 1
# Listed for COc1ccc(/C=N/NC(=O)c2cccc(O)c2)cc1Cn1nc(C)c([N+](=O)[O-])c1C = 0, -6, -6, 9, 3, -9, -35, -3

# Structures listed so far shown as hits in UBC13 inh:
no. | Molecule | UBC13 inh | ATG4B inh | CCR6 antagonist | CXCR6 block | APJ antagonist | EBI2 block
15 | CC(C)C[C@H](NC(=O)c1nc[nH]c1C(=O)N[C@@H](CCCCN)C(=O)OC(C)(C)C)C(=O)OC(C)(C)C | 53* | -14 | 6 | 4 | 15 | -7
37 | Cc1ccc2nc(N(CCCN(C)C)C(=O)c3ccc(S(=O)(=O)N4CCc5ccccc5C4)cc3)sc2c1 | 78* | -1 | 13 | -9 | -40 | 8

# More structures follow:
No.	compound	UBC13 inh	ATG4B inh	CCR6 antagonist	CXCR6 block
46	CCOc1ccccc1NC(=S)N1C2CCC1CC(NC(=O)NC13CC4CC(CC(C4)C1)C3)C2 (centres undefined)	-11	-7	17	6
47	Cc1nc(-c2ccncc2)nc(NCCNc2ncccc2C(F)(F)F)c1Cl	2	-16	7	-5
48	C=CCN(c1ccccc1OC)S(=O)(=O)c1cccc(C(=O)OCC(=O)N2CC(C)OC(C)C2)c1 (centres undefined)	6	-9	4	5
49	Cc1cc(C)c(NC(=O)CS(=O)CC(=O)N2CCN(c3cccc(C)c3C)CC2)c(C)c1 (centres undefined)	2	0	-6	3
50	CCN(CC)S(=O)(=O)c1ccc(OC)c(NC(=O)c2cc(=O)[nH]c3ccccc23)c1	-6	1	0	5
51	Cc1nn(-c2ccccc2)c(C)c1/C=N/NC(=O)CSc1nnc(SCc2cccc3ccccc23)s1	-3	7	12	-4
52	CC(Oc1ccc(-c2ccccc2)cc1)C(=O)N1CCOCC1 (centres undefined)	-12	7	7	6
53	CC(=O)Nc1ccc(NC(=O)CCC(=O)OCC(=O)c2ccc(C)c([N+](=O)[O-])c2)cc1	-4	10	42	10
54	O=C(Nc1ccc2c(c1)OCO2)c1ccc([N+](=O)[O-])cc1[N+](=O)[O-]	-7	2	-19	-14
55	Cc1c(O)nc(SCC(=O)Nc2nccs2)n(-c2ccccc2F)c1=O	10	-1	20	-4
56	CCOc1ccc(C(=O)NC(C(=O)NCCc2ccc(S(N)(=O)=O)cc2)C(C)C)cc1 (centres undefined)	-1	-4	1	-3
57	CCOc1ccc(C(=O)Nc2ccc(NC(=O)c3ccco3)c(Cl)c2)cc1Cl	-8	-2	3	-6
58	O=C(Cc1ccccc1Cl)Nc1nc2ccccc2[nH]1	2	-1	-3	-7
59	CCN(CC(=O)NCC1CCCO1)S(=O)(=O)c1ccc(Cl)cc1 (centres undefined)	-1	6	-5	-1
60	O=C(Nc1ccc2c(c1)OCCO2)c1cc(F)c(F)cc1Cl	4	0	-4	2

No.	Gli-Sufu block	APJ antagonist	EBI2 block	APJ ag
46	8	-22	-2	-4
47	10	19	-2	-6
48	2	0	14	-4
49	27	16	8	0
50	0	14	-5	-2
51	-30	1	12	-2
52	-7	-2	10	-4
53	3	70*	16	-9
54	-24	-75	12	7
55	-1	17	-1	-2
56	17	16	-6	-1
57	-21	7	-18	0
58	-15	-13	2	-2
59	-18	3	-1	-6
60	-61	10	-8	0

# Reformatted: entries from further up.
(54) O=C(Nc1ccc2c(c1)OCO2)c1ccc([N+](=O)[O-])cc1[N+](=O)[O-]
  UBC13 inh = -7
  ATG4B inh = 2
  CCR6 antagonist = -19
  CXCR6 block = -14
  Gli-Sufu block = -24
  APJ antagonist = -75
  EBI2 block = 12
  APJ ag = 7
(55) Cc1c(O)nc(SCC(=O)Nc2nccs2)n(-c2ccccc2F)c1=O
  UBC13 inh = 10
  ATG4B inh = -1
  CCR6 antagonist = 20
  CXCR6 block = -4
  Gli-Sufu block = -1
  APJ antagonist = 17
  EBI2 block = -1
  APJ ag = -2
(56) CCOc1ccc(C(=O)NC(C(=O)NCCc2ccc(S(N)(=O)=O)cc2)C(C)C)cc1 (centres undefined)
  UBC13 inh = -1
  ATG4B inh = -4
  CCR6 antagonist = 1
  CXCR6 block = -3
  Gli-Sufu block = 17
  APJ antagonist = 16
  EBI2 block = -6
  APJ ag = -1
(57) CCOc1ccc(C(=O)Nc2ccc(NC(=O)c3ccco3)c(Cl)c2)cc1Cl
  UBC13 inh = -8
  ATG4B inh = -2
  CCR6 antagonist = 3
  CXCR6 block = -6
  Gli-Sufu block = -21
  APJ antagonist = 7
  EBI2 block = -18
  APJ ag = 0
